Screens as filed in PubChem.
CAL PDZ FP-1 – CAL PDZ peptide-binding inhibitors, primary screen, biochemical, fluorescence polarization, Cer-tagged CAL PDZ, HTS; purified CAL PDZ, TMR-peptide fluorescence polarization, 1 h; inhibition, % at 20 µM; 330,000 compounds, 0.02% hits; AID 504414, 2011;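 active = highest replicate inhibition of at least 40%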;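 note: plate controls were DMSO neutral control wells for no effect and unlabeled competitor peptide control wells for full effect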
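Control set: unlabelled peptide and DMSO controls / Material: purified CerCALP PDZ construct / Timing: 1 h incubation at room temperature before polarization reading / Doses: 20 µM, one dose / Detection: fluorescence polarization (mP)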
PKA-R2B act – activators of PKA-R2B holoenzyme, primary screen, biochemical, fluorescence polarization, Cy5-IP20, human | AID 504700, 2011 | activation, % at 11.4 µM | 340,000 compounds, 0.079% hits | cAMP-dependent protein kinase catalytic subunit beta (Homo sapiens) + cAMP-dependent … | PKA-R2B holoenzyme dissociation; R2B truncated from residue 108, S112A mutant; 0% DMSO only, 100% 113 µM cGMP;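 active = activation above a cutoff set at the mean over all compounds plus 3 SD, cut at about 18% in these data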;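 note: higher means more holoenzyme dissociation and a rise in polarization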
Target sequence (P31323 whole entry, looked up, other chains not shown, the tested form may be a part): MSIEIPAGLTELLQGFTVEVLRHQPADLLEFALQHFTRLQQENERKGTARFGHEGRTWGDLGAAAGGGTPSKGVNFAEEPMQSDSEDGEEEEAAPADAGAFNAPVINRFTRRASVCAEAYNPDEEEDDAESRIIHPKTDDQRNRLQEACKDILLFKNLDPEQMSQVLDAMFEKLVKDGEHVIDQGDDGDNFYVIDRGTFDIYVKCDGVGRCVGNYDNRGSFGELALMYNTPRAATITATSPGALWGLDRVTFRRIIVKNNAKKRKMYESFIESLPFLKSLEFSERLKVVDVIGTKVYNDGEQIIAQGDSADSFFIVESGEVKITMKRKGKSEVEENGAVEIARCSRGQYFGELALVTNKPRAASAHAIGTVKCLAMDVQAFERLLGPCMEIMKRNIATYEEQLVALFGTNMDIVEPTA
Keap1 Nrf2 FP – Keap1-Nrf2 protein-protein interaction inhibitors, primary screen, biochemical, fluorescence polarization, single point. Kelch-like ECH-associated protein 1 (Homo sapiens), Q14145. Keap1 Kelch-Nrf2 peptide fluorescence polarization, 1536-well. inhibition, % at 9.4 µM. 340,000 compounds, 0.15% hits. AID 504523, 2011; in the data active = inhibition above about 12%; inconclusive = no clear call, values can overlap the other calls; inactive = below about 7.3%;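 note: human Keap1 Kelch domain with fluorescein labeled Nrf2 9mer peptide probe; 0% = neutral control wells and 100% = peptide positive control; higher means more block of Keap1 binding to Nrf2 peptide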
Rtt109 HAT inh – inhibitors of C. albicans Rtt109/Vps75 HAT, primary screen, biochemical, ThioGlo CoA-SH fluorescence, plate reader; purified Rtt109/Vps75, 4 h; inhibition, % at 34.9 µM; 330,000 compounds, 0.16% hits;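 active = inhibition of at least 50% in every replicate; inconclusive = best replicate reaches 50% inhibition but some replicates fall short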
Target sequence (Q5AAJ8 whole entry, looked up): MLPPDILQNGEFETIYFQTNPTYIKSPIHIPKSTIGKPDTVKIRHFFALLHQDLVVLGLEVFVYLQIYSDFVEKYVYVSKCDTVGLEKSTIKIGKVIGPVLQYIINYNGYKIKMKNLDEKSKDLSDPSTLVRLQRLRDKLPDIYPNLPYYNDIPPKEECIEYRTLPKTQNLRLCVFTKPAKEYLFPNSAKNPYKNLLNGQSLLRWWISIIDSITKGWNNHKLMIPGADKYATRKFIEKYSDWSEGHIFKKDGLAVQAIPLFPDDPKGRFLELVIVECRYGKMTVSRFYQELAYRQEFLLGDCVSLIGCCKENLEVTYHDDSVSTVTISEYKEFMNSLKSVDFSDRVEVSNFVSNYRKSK
SR-BI uptake up – activators of SR-BI mediated DiI-HDL uptake, primary screen, ldlA[mSR-BI] CHO cells, DiI fluorescence | 3 h; 100 = double the neutral-control signal | activation, % at 12.5 µM | 320,000 compounds, 0.096% hits | AID 504775, 2011;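 active = mean replicate activation of at least 60% and every replicate at or above 60%; inconclusive = mean or all-replicate condition met, but not both; inactive = mean below 60% and not all replicates reaching 60%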;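 note: 0% = median plate neutral-control signal and 100% = twice that signal; values of inactives mirror those of a sister screen read the other way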
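material = CHO ldlA[mSR-BI] cells | medium = Ham's F12 with 0.5% BSA, HEPES 25 mM, pH 7.4 | reagent = fluorescent DiI-HDL, 10 µg/mL final | compound dosing = single-point compound dose | incubation = 3 h, 37 °C | measured by = bottom-read fluorescence, 550/595 nm | measure = HDL uptake via cellular fluorescence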
LANA DNA inh – inhibitors of KSHV C-LANA binding to DNA, primary screen, biochemical, fluorescence polarization, FAM-LBS DNA, MBP-C-LANA, single point | AID 504423, 2011 | inhibition, % at 9 µM | 340,000 compounds, 0.078% hits | Kaposi's sarcoma herpesvirus LANA C-terminal domain (residues 932-1162) DNA binding;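 active = highest replicate inhibition at or above 60% at 9 µM, even if other replicates fall short; inactive = all replicates below 60% inhibition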;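 note: 0% = neutral control wells and 100% = 4 µM acridine orange control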
CAL PDZ FP-2 – untagged CAL PDZ binding inhibitors, primary screen, biochemical, fluorescence polarization, HTS | Golgi-associated PDZ and coiled-coil motif-containing protein (Homo sapiens), Q9HD26 | purified CAL PDZ, TMR-peptide fluorescence polarization, 1 h | inhibition, % at 24.9 µM | 300,000 compounds, 0.92% hits | AID 602252, 2012;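 active = mean inhibition of at least 30% with at least half of replicates also reaching 30%; inconclusive = no clear call, values can overlap the other calls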;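 note: 0% = DMSO neutral control and 100% = excess unlabeled competitor peptide PRC23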
DAGLB inh – DAGLB lipase inhibitors, primary screen, biochemical, fluorescence, HTS | HEK293T DAGLB membrane lysate, EnzChek fluorogenic substrate | inhibition, % at 5.17 µM | 340,000 compounds, 0.059% hits; in the data active = inhibition above about 34%;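 note: 0% = enzyme with vehicle and 100% = wells lacking enzyme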
cardiac RTF act – cardiac RTF calcium sensitivity activators, primary screen, biochemical, IANBD-TnC fluorescence, EC20 calcium; Troponin I, cardiac muscle (Homo sapiens) + Troponin T, cardiac muscle (Homo sapiens) + …; IANBD-labeled TnC RTF fluorescence at EC20 calcium; 0% EC20 calcium, 100% full calcium; activation, % at 7.2 µM; 340,000 compounds, 0.24% hits; AID 493008, 2010;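 active = activation above the mean over all tested compounds plus 3 SD, cut at about 30% in these data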;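 note: rise in fluorescence read as greater calcium sensitivity of cardiac thin filaments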
RTF Ca sens inh – cardiac RTF calcium sensitivity inhibitors, primary screen, biochemical, IANBD-TnC fluorescence, EC70 calcium | 340,000 compounds, 0.12% hits | inhibition, % at 7.15 µM | IANBD-labeled cardiac RTF, Ca2+ fluorescence | AID 493244, 2011;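 active = inhibition above the mean inhibition of all tested compounds plus 3 SD, cut at about 17% in these data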;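 note: assay run at fixed EC70 calcium of 1.6 mM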
* hit, by the source's call; ? = inconclusive; . = not tested or not shown. Rows were taken by chance. About 1.6% of those tested had a hit in this group.

Rtt109 HAT inh	cardiac RTF act	RTF Ca sens inh	CAL PDZ FP-1	DAGLB inh	CAL PDZ FP-2	LANA DNA inh	Keap1 Nrf2 FP	SR-BI uptake up	PKA-R2B act	Structure
12	0	1	-2.1	9	-3	77	9	-30	5	Nc1nnc(CC(=O)N/N=C/c2cc([N+](=O)[O-])cc(Br)c2O)s1
-1	3	-14	-2.1	1	4	1.2	-2	6	-1	COCCNC(=O)C1CCC(CNS(=O)(=O)c2ccc3c(c2)CC(C)N3C(=O)C2CC2)CC1 (stereo unspecified)
-5	1	-7	-1.0	0	.	-1.6	2	18	4	O=C(c1cccs1)N(Cc1cccc(Cl)c1)C1CCS(=O)(=O)C1 (stereo unspecified)
6	3	-6	-0.2	-7	-3	0.0	0	-16	3	Cc1cc(C)n(C(=O)CCCCCCCC(=O)n2nc(C)cc2C)n1
-7	6	-13	0.3	0	-9	1.1	-1	30	2	O=C(CNCC1CCCO1)Nc1ccccc1-n1cccc1 (stereo unspecified)
10	1	-2	-0.6	-4	-2	-1.7	1	-24	-5	Cc1ccc(-c2cc(-c3ccccc3Cl)[nH]n2)c(O)c1
4	-3	-2	-1.9	3	-8	2.5	2	-6	2	Cc1cc(Nc2ccc3ccccc3c2)n2ncnc2n1
11	-4	-6	-0.4	1	-2	-1.0	1	-11	-3	Cc1cc(C)c(C(=O)Nc2ccc(S(=O)(=O)Nc3onc(C)c3C)cc2)c(C)c1
4	-7	3	-0.8	-1	-3	-0.8	-7	9	-2	[O-]c1c[n+](-c2ccccc2)no1
-5	-2	-15	-0.1	2	-2	-1.5	4	-14	2	O=C(Nc1ccncc1)c1c(Cl)cccc1Cl
0	3	0	-0.8	-2	.	-3.4	-1	-7	-4	Cc1ccccc1NC(=O)CSc1nnc(Cc2cccn2C)n1-c1ccc(F)cc1
-13	3	-4	-0.6	2	1	-3.9	-1	20	6	O=C(CN(CCO)c1ccccc1)NC12CC3CC(CC(C3)C1)C2
-9	3	-7	-2.4	3	1	-1.9	2	29	-8	O=C(CSc1ccc2nnc(CCNC(=O)c3ccccc3)n2n1)Nc1ccc(F)cc1F
9	-2	-49	-3.0	-5	-2	0.2	-5	24	15	N#Cc1c(C(F)(F)F)cc(-c2ccccc2)nc1SCc1nc(N)nc(N2CCOCC2)n1
-1	-1	-12	-3.1	-4	-1	-1.6	-2	-62	-3	C=CCN(c1ccc(C(=O)Nc2ccc(C)c(C)c2)cc1)S(C)(=O)=O
1	-1	1	0.5	-2	.	-1.1	0	-3	-1	S=C(NCC(c1ccco1)N1CCCC1)Nc1ccccc1 (stereo unspecified)
-6	4	-4	-1.0	1	-3	0.6	-9	-49	-8	CCOC(=O)C1CCCN(C(=O)c2sc3nc(-c4ccc(OC)cc4)cn3c2C)C1 (stereo unspecified)
-7	0	-7	-1.9	-1	0	0.9	3	-13	3	O=C(CCC(=O)Nc1ccc(Br)cc1)N/N=C/c1ccc(O)cc1
5	1	12	-0.8	3	0	0.6	-1	.	5	COc1ccc(N(CC(=O)NCCc2ccccc2)C(=O)CCC(=O)Nc2nccs2)cc1
16	3	-1	-0.9	-8	-5	0.8	2	-22	-12	Cc1cccc(NC(=O)c2cc(S(=O)(=O)c3ccccc3)ccc2Cl)c1
3	5	3	-1.7	0	-4	-0.1	0	-6	-1	CCOc1ccccc1C1CC(=O)NC(SCC(=O)Nc2nccs2)=C1C#N (stereo unspecified)
2	0	7	-0.8	-2	0	1.9	-2	35	-1	Cc1ccc(-c2nnc(SCC(=O)Nc3ccc4c(c3)OCCO4)n2N)cc1
3	16	-4	-1.4	1	-4	-2.6	-4	19	2	CCn1c(=N)n(CC(O)c2ccccc2)c2ccccc21 (stereo unspecified)
2	0	-2	-0.4	0	.	-0.4	3	6	-7	CC(OC(=O)C1CC=CCC1C(N)=O)C(Cl)=C(Cl)Cl (stereo unspecified)

An excerpt from above in order of number of heavy atoms, lowest first.
Rtt109 HAT inh	cardiac RTF act	RTF Ca sens inh	CAL PDZ FP-1	DAGLB inh	CAL PDZ FP-2	LANA DNA inh	Keap1 Nrf2 FP	SR-BI uptake up	PKA-R2B act	Structure
4	-7	3	-0.8	-1	-3	-0.8	-7	9	-2	[O-]c1c[n+](-c2ccccc2)no1
-5	-2	-15	-0.1	2	-2	-1.5	4	-14	2	O=C(Nc1ccncc1)c1c(Cl)cccc1Cl
-13	3	-4	-0.6	2	1	-3.9	-1	20	6	O=C(CN(CCO)c1ccccc1)NC12CC3CC(CC(C3)C1)C2

Other entries.
Rtt109 HAT inh	cardiac RTF act	RTF Ca sens inh	CAL PDZ FP-1	DAGLB inh	CAL PDZ FP-2	LANA DNA inh	Keap1 Nrf2 FP	SR-BI uptake up	PKA-R2B act	Structure
0	0	-2	-0.6	-4	-2	-0.5	-8	?	7	COc1ccc(NC(=O)Cn2c3ccccc3c3nc4n(c(=O)c32)CCS4)cc1
12	-6	-2	-1.7	2	-3	-0.9	0	22	2	CC(C)Cc1nnc(NC(=O)c2cc(S(=O)(=O)N(C)C)ccc2N2CCCC2)s1
-1	1	0	0.6	1	.	0.2	3	14	-6	O=C(NC1CCSC1)c1cccc(Cl)c1 (stereo unspecified)
8	-3	-4	-0.7	3	-5	0.0	3	.	-9	CCc1ccccc1N(CC(=O)NCC1CCCO1)C(=O)CCC(=O)Nc1cc(C)on1 (stereo unspecified)
-3	-5	3	0.4	-1	11	0.6	2	7	-4	O=C(C1CCN(S(=O)(=O)c2cccs2)CC1)N1CCCC(C(F)(F)F)C1 (stereo unspecified)
-3	5	-4	-1.7	-2	-2	.	.	-9	-7	CCOCCn1c(CC)nc2ccccc21
-4	4	-11	-1.5	0	-2	0.2	-4	6	-2	COCCCNC(=S)NNC(=S)Nc1ccc(F)cc1F
-3	4	-5	-2.4	2	-4	-0.6	1	9	-10	O=C(Nc1c2c(nn1-c1ccc([N+](=O)[O-])cc1)CS(=O)(=O)C2)C1CC1
0	-2	1	-0.4	-2	-7	-1.1	-2	3	0	CC1COc2ccccc2N1C(=O)c1ccc(F)cc1 (stereo unspecified)
-10	8	-23	-3.0	-3	-2	-0.8	-6	-5	-8	COc1ccccc1/C=N/n1cnnc1
1	8	-4	-2.3	-1	2	0.1	-2	26	1	CCn1c(=O)[nH]c2ccccc2c1=O
-12	2	-5	0.3	-3	76*	-0.7	2	19	-1	Cc1cc(C)cc(NC(=O)N2CCCC2C(=O)NCc2ccco2)c1 (stereo unspecified)
-2	-4	-13	-1.3	-12	1	2.4	-7	-13	-1	COc1ccc(/C=N\n2nnc3ccccc32)cc1
-3	0	3	0.0	1	-2	1.5	1	-7	-3	CC(NC(=O)CSc1ncccc1C(=O)O)C1CC2CCC1C2 (stereo unspecified)
4	4	1	-1.6	0	-1	-1.5	0	5	0	CC(C)CCNC(=O)C1CC(=O)N(C2CCCC2)C1 (stereo unspecified)
7	10	-12	-0.4	-6	.	-0.2	-3	14	6	c1ccc(Cn2nnc3c(N4CCOCC4)ncnc32)cc1
10	3	1	-2.1	1	-2	-0.9	-4	-56	7	O=C(NCCc1ccc(Cl)cc1)C1CCN(C(=O)c2sccc2-n2cccc2)CC1
-2	2	-3	-1.0	0	-2	1.7	0	-30	-11	COc1ccc(-c2nnc3n(CCc4ccccc4)c(=O)c4ccccc4n23)c(OC)c1
2	2	9	-2.2	5	-4	-1.2	-3	2	8	CCC/C=N/NC(=O)c1cc(Br)ccc1O
-3	-4	0	-2.1	-9	-4	-0.8	-9	-46	-6	CCOC(=O)/C(C#N)=C/c1cn(CCOc2ccc(OC)cc2)c2ccccc12
-6	2	-6	-1.4	6	0	0.2	-5	-59	-16	CCOc1cccc2sc(Nc3nc4ccc(NC(C)=O)cc4s3)nc12
7	81*	-125	-2.8	-50	-3	14	-18	-1	-2	N=C1/C(=C\c2coc3ccccc3c2=O)C(=O)N=C2SC=CN12
0	6	-17	0.3	1	-1	-0.7	-3	7	4	O=C1CCCc2c1nc(-c1ccc([N+](=O)[O-])cc1)n2O
-3	-3	-3	-0.7	-1	.	0.3	-3	-1	2	CN1CCN(NC(=O)NC2CCCCC2)CC1
4	-3	-4	-2.6	1	0	-1.9	-4	9	-10	Cc1ccc(OCCC(=O)OC(C)C(=O)NC2CC2)cc1 (stereo unspecified)
-1	-3	3	-0.1	2	1	-0.3	-2	8	0	CCCCC(=O)Nc1ccc(C(=O)NNC(=S)NC(=O)c2ccccc2[N+](=O)[O-])cc1
12	0	1	-3.4	0	-8	-2.3	0	-9	-5	CN(C)c1ccc(-c2nn3c(-c4ccc(Cl)cc4)nnc3s2)cc1
-4	5	-2	-0.5	1	36*	-0.2	2	6	-4	CCCN1CCC(NC(=O)Nc2cc(Cl)ccc2OC)CC1
3	3	5	1.0	-7	-2	1.6	-4	27	2	Cc1ccc(/C=N/n2c(C3CCCCC3)n[nH]c2=S)s1
-5	0	-2	0.3	7	-2	-0.1	-5	-7	-1	Cc1cccc(NC(=S)NNC(=O)c2cccc([N+](=O)[O-])c2)c1
0	0	-3	-0.7	-16	12	-4.1	-5	7	-3	C/C(=C\C(=O)c1ccc(Br)cc1)NCc1ccc(C)cc1
5	-7	-8	0.0	-2	-5	0.8	-2	1	-2	Fc1ccc2nc(Nc3nc4cc5c(cc4s3)OCCO5)sc2c1
-6	-5	-5	-0.6	-1	6	-1.5	0	18	-3	Cc1ccc(N(C(=O)c2sc(C)nc2C)C(C(=O)NC(C)(C)C)c2ccncc2)cc1 (stereo unspecified)
1	-2	0	-0.5	0	.	-1.8	-4	-9	-3	COc1ccc(OCc2cc(C(=O)NC(C)Cc3cnccn3)no2)c(Cl)c1 (stereo unspecified)
-7	0	4	-0.3	1	.	1.4	1	37	11	Cc1ccc(NS(=O)(=O)c2cn(C)c(=O)n(C)c2=O)cc1C
10	0	5	0.3	5	-1	-2.5	0	-39	-6	CCC(CO)Oc1cc(NC(=O)c2ccccc2[N+](=O)[O-])c2ncn(C(C)C)c2c1 (stereo unspecified)
